NR5A2 inv ag = inverse agonists of human LRH-1 (NR5A2) | actives 0.13% (n = 360,000) | AID 602396 | HEK293T StAR-luciferase reporter, LRH-1 transfected, 24 h | inhibition, % at 3.6 µM | O00482;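 active = inhibition above the mean inhibition of all tested compounds plus 3 SD, cut at about 73% in these data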;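 note: 0% = DMSO wells and 100% = reporter-only cells lacking LRH-1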
Target sequence (O00482 whole entry, looked up): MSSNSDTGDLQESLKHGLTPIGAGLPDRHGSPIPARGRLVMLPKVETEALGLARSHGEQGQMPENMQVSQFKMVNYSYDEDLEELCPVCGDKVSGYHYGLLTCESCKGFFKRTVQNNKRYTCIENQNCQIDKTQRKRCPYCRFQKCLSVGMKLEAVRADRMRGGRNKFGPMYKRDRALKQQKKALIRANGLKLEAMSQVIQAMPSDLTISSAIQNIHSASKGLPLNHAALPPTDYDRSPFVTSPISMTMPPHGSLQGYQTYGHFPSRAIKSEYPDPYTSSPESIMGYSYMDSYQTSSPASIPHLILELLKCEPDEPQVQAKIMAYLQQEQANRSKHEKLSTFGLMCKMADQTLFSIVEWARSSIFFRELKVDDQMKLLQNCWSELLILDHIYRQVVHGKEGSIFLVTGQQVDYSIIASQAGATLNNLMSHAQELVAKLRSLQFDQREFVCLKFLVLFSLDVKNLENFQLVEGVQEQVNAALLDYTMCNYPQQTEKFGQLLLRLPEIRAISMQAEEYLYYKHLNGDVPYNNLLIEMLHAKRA
NR2F2 inh = blocks human COUP-TFII nuclear receptor | P24468 | HEK293T NGFI-A luciferase reporter, luminescence | inhibition, % at 8.6 µM | actives 0.7% (n = 370,000);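 active = inhibition above a per-plate cutoff, mean inhibition of test wells between control levels plus 3 SD, cut at about 38% in these data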;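 note: cells cotransfected with COUP-TFII expression vector driving the NGFI-A reporter; 0% = median of COUP-TF2 test wells and 100% = reporter-only cells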
Target sequence (P24468 whole entry, looked up): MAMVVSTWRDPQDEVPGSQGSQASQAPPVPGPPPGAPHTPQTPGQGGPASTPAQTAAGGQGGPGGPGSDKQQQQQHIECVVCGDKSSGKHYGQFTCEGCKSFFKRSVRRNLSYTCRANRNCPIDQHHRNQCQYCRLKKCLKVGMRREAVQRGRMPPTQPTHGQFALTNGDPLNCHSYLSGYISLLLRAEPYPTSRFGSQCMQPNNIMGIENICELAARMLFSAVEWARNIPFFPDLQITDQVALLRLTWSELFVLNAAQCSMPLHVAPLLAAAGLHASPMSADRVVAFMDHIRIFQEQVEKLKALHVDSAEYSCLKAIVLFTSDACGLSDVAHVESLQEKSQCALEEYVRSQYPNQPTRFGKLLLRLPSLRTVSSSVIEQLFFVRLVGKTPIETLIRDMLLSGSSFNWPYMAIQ
TWEAK-Fn14 inh = TWEAK-Fn14 signaling inhibition; AID 1159606; inhibition, % at 10 µM; actives 2% (n = 360,000); TWEAK-stimulated Fn14 reporter cells, luciferase luminescence, 8 h; in the data active = inhibition above about 50%
CF NFkB inh = inhibitors of cystic fibrosis induced NF-kB. KKLEB NF-kB-GFP reporter, PAF-induced, GFP fluorescence overnight. inhibition, % at 5 µM. actives 0.86% (n = 360,000);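 active = at least 50% inhibition at 5 µM, scaled per plate between neutral and stimulator controls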;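 note: PAF is a Pseudomonas aeruginosa culture filtrate used as stimulus; plate controls were PAF-stimulated DMSO wells for no effect and unstimulated DMSO wells for full effect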
SRC3 inh = inhibits human SRC3 coactivator | Q9Y6Q9 | HEK293 GAL4-SRC3 luciferase reporter, luminescence | inhibition, % at 3.6 µM | actives 0.17% (n = 360,000);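 active = inhibition above a per-campaign cutoff, the mean of all compounds plus 3 SD, cut at about 60% in these data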;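 note: 0% = DMSO-treated cells and 100% = gossypol-treated cells at 36 µM; higher means less SRC3-driven luciferase light from the GAL4 reporter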
NCOA1 inh = inhibits human SRC1 coactivator; HEK293 GAL4-SRC1 luciferase reporter, luminescence; Q15788; AID 588354; actives 0.12% (n = 360,000); inhibition, % at 3.6 µM;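 active = inhibition above the campaign mean plus 3 SD, with each screening campaign given its own cutoff, cut at about 60% in these data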;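 note: 0% = DMSO treated cells and 100% = gossypol at 36 µM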
LMP1 NFkB inh = inhibitors of Epstein-Barr LMP1-induced NF-kappaB reporter; LMP1-induced NF-kappaB luciferase reporter cells, luminescence; inhibition, % at 12.5 µM; actives 0.69% (n = 350,000); AID 504558; in the data active = inhibition above about 41%;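 note: 0% = neutral control wells and 100% = reference inhibitor control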
TROY NFkB inh = blocks TROY-dependent signaling in reporter cells; actives 0.98% (n = 360,000); inhibition, % at 10 µM; Q293 LMP1-TROYcd NF-kB luciferase reporter, 4 h;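 active = compounds whose plate-normalised and pattern-corrected inhibition of the luciferase reporter signal at the single screening dose is 50% or more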
NCOA2 inhibitor = inhibits human steroid receptor coactivator 2 | Q15596 | HEK293 GAL4-SRC2 luciferase reporter, luminescence | AID 651957 | inhibition, % at 9 µM | actives 0.17% (n = 370,000);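 active = inhibition above the mean inhibition of all tested compounds plus 3 SD, set per campaign, cut at about 52% in these data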;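 note: 0% = DMSO treated cells and 100% = cells given Gossypol at 36 µM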
KKLEB cytotox = counter-screen for CF NF-kB inhibitors: cytotoxicity | KKLEB CF airway cells viability, ATPlite luminescence, overnight; active compounds read low; cells stimulated with P. aeruginosa culture filtrate | actives 0.36% (n = 360,000) | activity change (cytotoxicity), % at 5 µM;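 active = corrected activity change at or below -50% at 5 µM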
TRAIL sens C8 = caspase-8 TRAIL sensitization; inhibition (viability loss, TRAIL sensitization), % at 10 µM; actives 1% (n = 360,000); NB7+C8 cells + TRAIL, ATPlite viability luminescence;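 active = compounds causing at least 50% loss of cell viability in the single-dose screen, relative to plate controls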
Numbers without * were called inactive.

`COc1ccccc1NC(=S)N/N=C/c1cccc(C)c1` gave NR5A2 inv ag -67, NR2F2 inh -27, TWEAK-Fn14 inh 2, CF NFkB inh 2, SRC3 inh 0, NCOA1 inh -40, LMP1 NFkB inh 18, TROY NFkB inh -15, NCOA2 inhibitor -63, KKLEB cytotox -26 and TRAIL sens C8 -10.
For CCOc1ccc2[nH]c(=O)c(CN(CCO)C(=O)c3ccc(F)cc3)cc2c1 the results were NR5A2 inv ag 14, NR2F2 inh -1, TWEAK-Fn14 inh 8, CF NFkB inh -12, SRC3 inh 3, NCOA1 inh -4, LMP1 NFkB inh 3, TROY NFkB inh -3, NCOA2 inhibitor -15, KKLEB cytotox -11 and TRAIL sens C8 -4.
For Cc1nc2cc(C(=O)O)ccc2n1-c1ccccc1 the results were NR5A2 inv ag 21, NR2F2 inh -2, TWEAK-Fn14 inh 0, CF NFkB inh 4, SRC3 inh 6, NCOA1 inh 0, LMP1 NFkB inh -6, TROY NFkB inh 6, NCOA2 inhibitor -13, KKLEB cytotox -6 and TRAIL sens C8 -6.
`CC1(C)C(CO)=CC(=O)C2=C1SCC(=O)N2` gave NR5A2 inv ag -5, NR2F2 inh 21, TWEAK-Fn14 inh -4, CF NFkB inh 7, SRC3 inh 0, NCOA1 inh 3, LMP1 NFkB inh -7, TROY NFkB inh -1, NCOA2 inhibitor 13, KKLEB cytotox -10 and TRAIL sens C8 -10.
For CCOC(=O)c1c[nH]c2c(C)cc(C)cc2c1=O the results were NR5A2 inv ag 1, NR2F2 inh 10, TWEAK-Fn14 inh 10, CF NFkB inh -6, SRC3 inh 10, NCOA1 inh -17, LMP1 NFkB inh -1, TROY NFkB inh 5, NCOA2 inhibitor 5, KKLEB cytotox 2 and TRAIL sens C8 2.
CN1C(=O)CC(c2ccco2)Sc2ccccc21 (configuration not stated) was read as NR5A2 inv ag 23, NR2F2 inh -35, TWEAK-Fn14 inh 2, CF NFkB inh -40, SRC3 inh 13, NCOA1 inh -2, LMP1 NFkB inh -3, TROY NFkB inh -32, NCOA2 inhibitor -23, KKLEB cytotox -4 and TRAIL sens C8 -1.
Screening CCCCn1nc(NC(=O)CCC)c2cc3cc(OC)ccc3nc21 returned NR5A2 inv ag -36, NR2F2 inh -20, TWEAK-Fn14 inh 26, CF NFkB inh -14, SRC3 inh -38, NCOA1 inh -42, LMP1 NFkB inh -29, TROY NFkB inh -1, NCOA2 inhibitor -57, KKLEB cytotox 12 and TRAIL sens C8 -7.
Screening Nc1ccc2c(c1)C(=NO)c1ccccc1-2 returned NR5A2 inv ag -24, NR2F2 inh -10, TWEAK-Fn14 inh 8, CF NFkB inh 19, SRC3 inh -57, NCOA1 inh -45, LMP1 NFkB inh -10, TROY NFkB inh -1, NCOA2 inhibitor -18, KKLEB cytotox 16 and TRAIL sens C8 -1.
Screening CCc1c(C(=O)N/N=C/c2cccs2)nnn1-c1nonc1N returned NR5A2 inv ag -6, NR2F2 inh 5, TWEAK-Fn14 inh 10, CF NFkB inh 4, SRC3 inh -21, NCOA1 inh -8, LMP1 NFkB inh -4, TROY NFkB inh -11, NCOA2 inhibitor -28, KKLEB cytotox 0 and TRAIL sens C8 -30.
Screening COc1ccc(NC2=C3CCCC=C3N(c3ccc(OC)cc3)C2=O)cc1 returned NR5A2 inv ag -9, NR2F2 inh 10, TWEAK-Fn14 inh -16, CF NFkB inh 3, SRC3 inh 10, NCOA1 inh 14, LMP1 NFkB inh 0, TROY NFkB inh 9, NCOA2 inhibitor -70, KKLEB cytotox 5 and TRAIL sens C8 -3.
For CCC1CCCCN1C/C=C/c1ccccc1[N+](=O)[O-] (configuration not stated) the results were NR5A2 inv ag -7, NR2F2 inh 9, TWEAK-Fn14 inh -2, CF NFkB inh -8, SRC3 inh -11, NCOA1 inh 7, LMP1 NFkB inh -1, TROY NFkB inh 5, NCOA2 inhibitor 12, KKLEB cytotox 2 and TRAIL sens C8 5.
Screening O=C(COC(=O)/C=C/c1ccc(OC(F)F)cc1)NC1CCCC1 returned NR5A2 inv ag -20, NR2F2 inh -12, TWEAK-Fn14 inh 8, CF NFkB inh 6, SRC3 inh 12, NCOA1 inh -9, LMP1 NFkB inh 4, TROY NFkB inh -7, NCOA2 inhibitor 0, KKLEB cytotox 0 and TRAIL sens C8 3.
Cc1nonc1OCCN1CCN(c2ccccc2[N+](=O)[O-])CC1 was read as NR5A2 inv ag 18, NR2F2 inh 3, TWEAK-Fn14 inh -2, CF NFkB inh 13, SRC3 inh 13, NCOA1 inh 12, LMP1 NFkB inh 2, TROY NFkB inh 20, NCOA2 inhibitor -4, KKLEB cytotox -6 and TRAIL sens C8 -4.
`CSc1nn2c(C)c(C)c(C)nc2c1C#N` gave NR5A2 inv ag 2, NR2F2 inh -5, TWEAK-Fn14 inh 1, CF NFkB inh -1, SRC3 inh 14, NCOA1 inh -15, LMP1 NFkB inh 2, TROY NFkB inh -15, NCOA2 inhibitor 6, KKLEB cytotox -2 and TRAIL sens C8 12.
For C(=C\c1ccccc1)/CN1CCN(C(c2ccnc3ccccc23)c2nnnn2C2CCCCC2)CC1 (configuration not stated) the results were NR5A2 inv ag 14, NR2F2 inh 12, TWEAK-Fn14 inh 22, CF NFkB inh -21, SRC3 inh 19, NCOA1 inh 1, TROY NFkB inh -6, NCOA2 inhibitor 11, KKLEB cytotox 7 and TRAIL sens C8 -15.
Screening CCOC(=O)c1cc(C(=O)NCc2ccc(Cl)cc2Cl)nn1C returned NR5A2 inv ag -4, NR2F2 inh 5, TWEAK-Fn14 inh -14, CF NFkB inh 3, SRC3 inh 12, NCOA1 inh -1, LMP1 NFkB inh -11, TROY NFkB inh -12, NCOA2 inhibitor 7, KKLEB cytotox 6 and TRAIL sens C8 11.
Screening O=C(Nc1ccc(-n2cnnn2)cc1)C(c1ccccc1)c1ccccc1 returned NR5A2 inv ag 3, NR2F2 inh -7, TWEAK-Fn14 inh 17, CF NFkB inh 0, SRC3 inh -6, NCOA1 inh -2, LMP1 NFkB inh 3, TROY NFkB inh 2, NCOA2 inhibitor -14, KKLEB cytotox -8 and TRAIL sens C8 2.
`CC(C)c1nc(CNC(=O)CC2C(=O)NCCN2Cc2cccc(F)c2F)cs1` (configuration not stated) gave NR5A2 inv ag -12, NR2F2 inh 3, TWEAK-Fn14 inh -7, CF NFkB inh -9, SRC3 inh -57, NCOA1 inh -10, LMP1 NFkB inh 6, TROY NFkB inh 5, NCOA2 inhibitor 18, KKLEB cytotox -3 and TRAIL sens C8 -5.
`CCc1nnc(NS(=O)(=O)c2ccc(NC(=S)NC(=O)/C=C/c3cccs3)cc2)s1` gave NR5A2 inv ag -21, NR2F2 inh -16, TWEAK-Fn14 inh 20, CF NFkB inh -12, SRC3 inh 0, NCOA1 inh -3, LMP1 NFkB inh -8, TROY NFkB inh 8, NCOA2 inhibitor 9, KKLEB cytotox -8 and TRAIL sens C8 -1.
COc1cccc(NC(=O)C(OC(=O)c2ccccc2NS(=O)(=O)c2cccs2)c2ccccc2)c1 (configuration not stated) was read as NR5A2 inv ag 0, NR2F2 inh 15, TWEAK-Fn14 inh 11, CF NFkB inh 9, SRC3 inh -7, NCOA1 inh -23, LMP1 NFkB inh 12, TROY NFkB inh 8, NCOA2 inhibitor -1, KKLEB cytotox 19 and TRAIL sens C8 -3.

Among those listed so far, these have a nitro group on carbon:
For CCC1CCCCN1C/C=C/c1ccccc1[N+](=O)[O-] (configuration not stated) the results were NR5A2 inv ag -7, NR2F2 inh 9, TWEAK-Fn14 inh -2, CF NFkB inh -8, SRC3 inh -11, NCOA1 inh 7, LMP1 NFkB inh -1, TROY NFkB inh 5, NCOA2 inhibitor 12, KKLEB cytotox 2 and TRAIL sens C8 5.
Cc1nonc1OCCN1CCN(c2ccccc2[N+](=O)[O-])CC1 was read as NR5A2 inv ag 18, NR2F2 inh 3, TWEAK-Fn14 inh -2, CF NFkB inh 13, SRC3 inh 13, NCOA1 inh 12, LMP1 NFkB inh 2, TROY NFkB inh 20, NCOA2 inhibitor -4, KKLEB cytotox -6 and TRAIL sens C8 -4.

Next section.
For Nn1cnc2scc(-c3ccco3)c2c1=O the results were NR5A2 inv ag 15, NR2F2 inh 0, TWEAK-Fn14 inh 18, CF NFkB inh -3, SRC3 inh -4, NCOA1 inh -2, LMP1 NFkB inh -3, TROY NFkB inh 8, NCOA2 inhibitor 7, KKLEB cytotox 14 and TRAIL sens C8 7.
For COc1ccc2oc(C(=O)Nc3nc(C)cs3)c(C)c2c1 the results were NR5A2 inv ag -91, NR2F2 inh -38, TWEAK-Fn14 inh 36, CF NFkB inh 2, SRC3 inh -105, NCOA1 inh -100, LMP1 NFkB inh -12, TROY NFkB inh -17, NCOA2 inhibitor -37, KKLEB cytotox 12 and TRAIL sens C8 60*.
For COC(=O)c1c(NC(=O)c2ccc(C)cc2)csc1C the results were NR5A2 inv ag 4, NR2F2 inh -19, TWEAK-Fn14 inh -23, CF NFkB inh -13, SRC3 inh 7, NCOA1 inh -44, LMP1 NFkB inh -1, TROY NFkB inh -45, NCOA2 inhibitor -5, KKLEB cytotox 1 and TRAIL sens C8 9.
`O=C(N/N=C\c1ccc(Oc2ccccc2)cc1)c1csnn1` gave NR5A2 inv ag -93, NR2F2 inh -55, TWEAK-Fn14 inh 15, CF NFkB inh -8, SRC3 inh -112, NCOA1 inh -94, LMP1 NFkB inh -37, TROY NFkB inh -58, NCOA2 inhibitor -73, KKLEB cytotox -3 and TRAIL sens C8 4.
`CCC(=O)N1CCC1(C)C(=O)Nc1ccc(OC)c(OC)c1` (configuration not stated) gave NR5A2 inv ag 10, NR2F2 inh -3, TWEAK-Fn14 inh 12, CF NFkB inh 11, SRC3 inh 7, NCOA1 inh -5, TROY NFkB inh -2, NCOA2 inhibitor -12, KKLEB cytotox -14 and TRAIL sens C8 6.
O=C(COC(=O)c1ccc(F)cc1F)Nc1cc(S(=O)(=O)N2CCOCC2)ccc1Cl was read as NR5A2 inv ag 0, NR2F2 inh 5, TWEAK-Fn14 inh -8, CF NFkB inh -4, SRC3 inh 0, NCOA1 inh -4, LMP1 NFkB inh -5, TROY NFkB inh -6, NCOA2 inhibitor -21, KKLEB cytotox -8 and TRAIL sens C8 -16.
`CCOC(=O)c1cc2c(=O)n3ccccc3nc2n(CC(C)C)c1=NC(=O)c1c(-c2c(F)cccc2Cl)noc1C` gave NR5A2 inv ag 15, NR2F2 inh -2, TWEAK-Fn14 inh 18, CF NFkB inh -21, SRC3 inh -13, NCOA1 inh -3, LMP1 NFkB inh -25, TROY NFkB inh -32, NCOA2 inhibitor -10, KKLEB cytotox -3 and TRAIL sens C8 0.
O=C(CSc1nn(-c2ccccc2)c(=S)s1)NC(=O)NCc1ccco1 was read as NR5A2 inv ag 12, NR2F2 inh 16, TWEAK-Fn14 inh -1, CF NFkB inh -8, SRC3 inh -2, NCOA1 inh -3, LMP1 NFkB inh 6, TROY NFkB inh 19, NCOA2 inhibitor -4, KKLEB cytotox 3 and TRAIL sens C8 -5.
Cc1ccc(S(=O)(=O)N2CCC(=O)N(CCOCc3ccccc3)CC2)cc1 was read as NR5A2 inv ag 20, NR2F2 inh -3, TWEAK-Fn14 inh -5, CF NFkB inh 6, SRC3 inh -5, NCOA1 inh -9, LMP1 NFkB inh 0, TROY NFkB inh -20, NCOA2 inhibitor 2, KKLEB cytotox -5 and TRAIL sens C8 -4.
